# Source: PubChem (NCI)
# All columns: NCI-60 one-dose screen, growth in % after 48 h at 10 µM unless noted; 100 = growth as untreated, 0 = no growth, -100 = all killed.
# MDA-MB-435 – MDA-MB-435 melanoma; hit rate 7.8% among 82,000; AID 1794794
# SR – SR leukemia cells; hit rate 8.7% among 73,000; AID 1794780
# MDA-MB-231 – MDA-MB-231 breast cancer; hit rate 5% among 81,000
# MCF7 – MCF7 breast cancer | hit rate 6.3% among 82,000
# MOLT-4 – MOLT-4 leukemia cells. hit rate 6.9% among 80,000. AID 1794779
# MDA-MB-468 – MDA-MB-468 breast cancer; hit rate 8.5% among 78,000
# RPMI-8226 – RPMI-8226 leukemia cells; hit rate 7.5% among 77,000
# K-562 – K-562 leukemia | hit rate 7.4% among 78,000 | AID 1794777
# Numbers without * were called inactive; · = no result given; & = joins results of further samples; [ ] = dose if it differs, or a comment. How the source made its calls: active means growth percent below 10; inactive means the rest.
no.	structure	MDA-MB-435	SR	MDA-MB-231	MCF7	MOLT-4	MDA-MB-468	RPMI-8226	K-562
1	C=C(CN1CCc2c([nH]c3ccccc23)C1)c1ccc(C(=O)Nc2noc3ccccc23)cc1	98	52	82	78	73	·	79	70
2	COc1cc2ncnc(Nc3ccc(S(=O)(=O)Nc4cc(C)on4)cc3)c2cc1OCCCN1CCN(c2ccc(F)cc2)CC1	105	107	90	97	102	103	114	90
3	COc1ccc(/C=N/NC(=O)C2CCC(=O)N2)cc1 (stereo not given)	100	109	110	93	105	98	108	105
4	Cc1cc(N2CCN(CC(=O)Nc3ccc4c(ccn4C)c3)CC2)nc(N2CCCCCC2)n1	95	122	101	78	85	65	76	66
5	O=C(Nc1ccc(Oc2cccc(F)c2)c(Cl)c1)c1cccnn1	81	106	93	87	80	58	57	62
6	COc1ccc(-c2cc(C(=O)N3N=C(c4ccc(Cl)cc4)CC3c3cc(-c4ccccc4)nn3-c3ccccc3)c3ccccc3n2)cc1 (stereo not given)	98	88	103	94	80	109	90	85
7	CC(C)(COS(=O)(=O)Cc1ccccc1)COS(=O)(=O)Cc1ccccc1	104	90	97	102	86	90	87	98
8	COc1ccc(-c2cc(NC(=O)Nc3ccccc3)no2)cc1	94	·	98	86	97	93	101	99
9	C=C(Cn1cc(CO)nn1)[C@@H]1CC[C@]2(C(=O)OC)CC[C@]3(C)[C@H](CC[C@@H]4[C@@]5(C)CCC(=O)C(C)(C)[C@@H]5CC[C@]43C)[C@@H]12	101	85	108	95	79	95	62	·
10	CC(O)(CO)CCl (stereo not given)	111	103	98	100	101	104	104	112
11	Clc1ccc(OCc2nc(Cc3ccccc3)n[nH]2)c(Cl)c1	101	92	92	105	83	111	98	91
12	CCOC(=O)CC1C(COC(=O)NC)OC(n2cnc3c(N)ncnc32)C1O[Si](C)(C)C(C)(C)C (stereo not given)	96	·	85	98	55	77	79	86
13	C/C(=C(/c1ccc(Cl)cc1)c1ccc(OCCN2CCCC2)cc1)c1ccc(Cl)cc1	90	4.0*	94	34	63	91	58	20
14	CC(=O)OCC(OC(C)=O)C(OC(C)=O)C(COC(C)=O)OC(C)=O (stereo not given)	101	93	·	95	95	108	102	116
15	Cn1cc(C(=O)Nc2cc(C(=O)NCCC(=N)N)cn2C)cc1NC(=O)CN=C(N)N	102	112	108	108	116	94	109	149
16	CCc1cnc(=S)n(-c2ccccc2)c1	·	100	107	108	125	117	119	117
17	O=Nc1ccccc1N=O	87	64	96	65	100	92	87	76
18	COc1cccc(CNc2ccnc3oc4ccc(N)cc4c23)c1	65	68	64	54	68	15	47	46
19	CCCOCc1cc(CN2CCN(c3cccc(Cl)c3)CC2)c(O)c2ncccc12	68	66	86	55	56	77	50	47
20	Cc1ccc(Nc2cc(C)nc(NCCCNc3ccnc4cc(Cl)ccc34)n2)cc1	-90*	·	-92*	-95*	-48*	·	-64*	-55*
21	CC([C@H]1CCC2C3CCC4C[C@@H](NC=O)CC[C@]4(C)C3CC[C@@]21C)N(C)C (stereo not given in full)	-46*	-39*	-14*	-23*	-50*	·	·	-40*
22	C[N+](C)(CCOC(c1ccccc1)c1ccccc1)CC(=O)c1ccccc1	91	108	99	97	108	84	102	97
23	O=C1NC(=O)c2c1c1c3ccccc3[nH]c1c1oc3ccc(F)cc3c21	76	31	78	34	76	8.7*	75	78
24	O=C(Nc1ccc(O)cc1)Nc1ccc(O)cc1	101	·	115	95	102	97	88	105
25	Fc1ccccc1Cn1cc(CSc2nc3ccccc3o2)nn1	100	100	104	98	102	130	118	100
26	Cc1cc(N2CCOCC2)nc(N(CCCNc2ccnc3cc(Cl)ccc23)Cc2ccco2)n1	-20*	-11*	20	16	9.4*	22	19	5.0*
27	Clc1ccc(-c2nc(-c3ccco3)cn3ccnc23)cc1	79	63	·	27	80	-5.8*	53	69
28	Cc1nc2sc(C(=O)Nc3ccccc3)c(N)c2cc1C(O)c1ccccc1 (stereo not given)	-18*	-5.6*	17	17	15	3.4*	5.7*	7.0*
29	COc1ccc(C(C)=O)c(O)c1OC	110	136	94	100	123	103	104	141
30	O=C1NC(=S)NC(=O)C1=Cc1cc(-c2ccc(Cl)cc2)n(-c2ccccc2)n1	91	70	85	74	85	96	78	56
31	CCCc1nnn(S(=O)(=O)c2ccc([N+](=O)[O-])cc2)c1CCC	105	88	119	98	91	98	101	102
32	CCOC(=O)c1c(Nc2ccccc2)nn2c(-c3ccc(OC)cc3)ccnc12	90	77	79	90	83	91	75	45
33	CSc1nc2nc3c(c(-c4ccc(C)cc4)c2c(=O)[nH]1)CN(C)C/C3=C\c1ccc(C)cc1	92	87	86	87	87	75	84	103
34	COc1cc(Nc2nc3ccccc3cc2C(=O)Nc2ccc(F)c(F)c2)cc(OC)c1OC	20	30	30	13	14	4.2*	22	17
35	Cc1c(O)cnc2nn(-c3ccccc3)c(=N)n12	107	·	103	98	104	108	113	101
36	C=CCN(CC=C)C(=O)[C@H](CC)[C@@H]1CC[C@@H](C)[C@@H]([C@H](C)[C@@H](O)[C@@H](C)C(=O)[C@H](CC)C2O[C@]3(C=C[C@@H](O)[C@]4(CC[C@@](C)([C@H]5CC[C@](O)(CC)[C@H](C)O5)O4)O3)[C@H](C)C[C@@H]2C)O1 (stereo not given in full)	6.0*	37	-36*	1.9*	19	-19*	·	14
37	O=C(Cn1c(C(=O)c2ccccc2)nc2ccccc21)c1ccc(F)cc1	-32*	25	47	36	21	35	29	·
38	CC1=CC=CC(C)C(=O)N1 (stereo not given)	101	·	109	101	108	99	92	104
39	CNC(=O)Sc1ccc(Cl)cc1	103	89	109	92	76	102	103	81
40	CCOc1ccc(N2C(=O)CCSC2=S)cc1	98	116	104	100	104	97	104	111

# An excerpt from above in order of length of the SMILES, falling.
no.	structure	MDA-MB-435	SR	MDA-MB-231	MCF7	MOLT-4	MDA-MB-468	RPMI-8226	K-562
36	C=CCN(CC=C)C(=O)[C@H](CC)[C@@H]1CC[C@@H](C)[C@@H]([C@H](C)[C@@H](O)[C@@H](C)C(=O)[C@H](CC)C2O[C@]3(C=C[C@@H](O)[C@]4(CC[C@@](C)([C@H]5CC[C@](O)(CC)[C@H](C)O5)O4)O3)[C@H](C)C[C@@H]2C)O1 (stereo not given in full)	6.0*	37	-36*	1.9*	19	-19*	·	14
26	Cc1cc(N2CCOCC2)nc(N(CCCNc2ccnc3cc(Cl)ccc23)Cc2ccco2)n1	-20*	-11*	20	16	9.4*	22	19	5.0*
30	O=C1NC(=S)NC(=O)C1=Cc1cc(-c2ccc(Cl)cc2)n(-c2ccccc2)n1	91	70	85	74	85	96	78	56
35	Cc1c(O)cnc2nn(-c3ccccc3)c(=N)n12	107	·	103	98	104	108	113	101
39	CNC(=O)Sc1ccc(Cl)cc1	103	89	109	92	76	102	103	81

# 2 compounds from above, limited to MDA-MB-435 and SR:
no. | canonical_smiles | MDA-MB-435 | SR
38 | CC1=CC=CC(C)C(=O)N1 (stereo not given) | 101 | ·
39 | CNC(=O)Sc1ccc(Cl)cc1 | 103 | 89

# (cont.)
no.	structure	MDA-MB-435	SR	MDA-MB-231	MCF7	MOLT-4	MDA-MB-468	RPMI-8226	K-562
41	COc1ccc(-c2cnc3sc4ccc(C)cc4n23)cc1	91	116	91	89	104	93	102	95
42	Cc1nc(N)[nH]c(=O)c1NC(=O)CBr	86	76	107	99	109	94	89	103
43	Nc1ccc(CSc2ccc(Cl)cc2)c(Cl)c1	77	95	74	112	91	84	76	93
44	CCN(CC)c1ccc(C(=C2C=CC(=[N+](CC)Cc3cccc(S(=O)(=O)O)c3)C=C2)c2ccc(N(CC)Cc3cccc(S(=O)(=O)O)c3)cc2)cc1	42	·	62	52	48	12	-43*	7.9*
45	CC(C)c1c[nH]c(=O)[nH]c1=O	97	106	112	95	110	·	102	105
46	CC1(C)N=C(N)N=C(N)N1c1ccc(F)c(C(F)(F)F)c1	41	·	74	27	·	65	50	17
47	Cc1ccc(-n2nc(C(=O)O)c(N3CCCCC3)n2)cc1	102	115	106	95	106	92	101	111
48	Cc1ccc(-c2nc(C#N)c(N3CCN(S(=O)(=O)c4oc(-c5ccc(C)cc5)nc4C#N)CC3)o2)cc1	102	43	108	87	42	106	111	88
49	Oc1cccc2cc3ccccc3cc12	103	114	99	89	81	89	74	88
50	OCCNc1nc(NCCO)nc(Nc2ccc(C3=NN(c4cc(Cl)cc(Cl)c4)C(c4ccccc4)C3)cc2)n1 (stereo not given)	49	5.4*	42	16	21	74	31	18
51	O=C1CSC(c2ccc(Br)cc2)N1n1cnnc1 (stereo not given)	94	89	99	95	97	100	103	95
52	O=C1Nc2ccc(Cl)cc2C1=Nc1ccc(O)cc1	101	94	90	89	96	102	89	89
53	O=C(c1cccs1)c1ccccc1Cc1cccs1	126	97	102	108	89	106	106	95
54	CCCc1ccc(S(=O)(=O)N[C@H]2CC[C@H]3[C@@H]4CCc5cc(O)ccc5[C@H]4CC[C@]23C)cc1	59	27	58	22	23	73	48	26
55	Cc1cc(C(N)=O)cc(C)c1C(=O)OCCCl	98	90	105	101	96	115	111	94
56	COc1cc(OC)c(OC)cc1/C=N/NC(=O)c1ccc(S(C)(=O)=O)cc1	112	98	103	101	79	97	105	101
57	O=C1Nc2ccccc2/C1=N/N1C(=O)CN(CCCl)C1=O	99	104	117	94	100	107	101	97
58	Cn1cc(/C=C2\SC(=S)N(CCCC(=O)NCCc3c[nH]c4ccccc34)C2=O)c2ccccc21	78	104	77	73	65	95	74	50
59	CC(=O)O[C@H]1CC[C@@]2(C)C(=CC[C@@H]3[C@@H]2CC[C@]2(C)C(Cl)=C(c4nc5ccc(Cl)cn5c4NC(C)(C)C)C[C@@H]32)C1	94	93	87	92	101	·	94	85
60	COC1OCC2OC(C)(C)OC2C1OC(=S)SC (stereo not given)	105	·	102	95	101	105	102	107
61	COc1ccc(/C=c2\c(=O)n(-c3ccccc3)c3nn4c(Nc5ccccc5)nnc4n23)cc1	110	112	105	96	112	112	111	116
62	COc1ccc(C2C(C(C)=O)=C(C)NC(C)=C2C(C)=O)cc1	92	184	104	95	95	99	106	·
63	CC(=O)CCSCc1ccccc1	96	100	105	104	98	93	100	109
64	COc1ccc2[nH]cc(-c3nn4cc(-c5nccs5)nc4s3)c2c1	88	63	93	68	71	97	59	55
65	COc1ccc2cc(-c3ccc(NC(C)=O)c(=O)o3)ccc2c1	107	88	110	90	91	106	96	81
66	O=[N+]([O-])c1cccc(Oc2ncccc2[N+](=O)[O-])c1	120	115	112	100	88	102	113	87
67	O=C(NNc1nc2c(F)cccc2n2cccc12)c1cnccn1	32	7.4*	32	11	·	·	11	·
68	C=C(C)[C@@H]1CC[C@]2(C(N)=O)CC[C@]3(C)[C@H](CC[C@@H]4[C@@]5(C)CC[C@H](O)C(C)(C)[C@@H]5CC[C@]43C)[C@@H]12	-4.4*[100 µM]	16[100 µM]	-28*[100 µM]	-13*[100 µM]	1.9*[100 µM]	-56*[100 µM]	-20*[100 µM]	4.6*[100 µM]
69	COc1cc(/C=C/C(=O)c2c(C)nc3ccccc3c2/C=C/c2ccccc2)cc(OC)c1OC	3.8*	·	-0.4*	14	-0.7*	7.7*	-27*	6.0*
70	CN(C)CSc1nc2ccccc2s1	100	94	92	87	100	110	99	119
71	NCc1c(Cl)c(Cl)c(CN)c(Cl)c1Cl	102	91	84	92	99	101	93	·
72	Nc1nc(N)c(N)c(N=O)n1	98	·	137	97	·	98	106	·
73	COC1=C[C@@]23CCCN2CCc2cc4c(cc2[C@H]3[C@H]1OC(=O)[C@H](C)O)OCO4	100	92	101	95	107	98	90	102
74	O=C1C(Cl)=C(NSCCSNC2=C(Cl)C(=O)c3ccccc3C2=O)C(=O)c2ccccc21	91	111	71	79	89	·	84	89
75	CCCC[P+](CCCC)(CCCC)Cc1ccccc1	55&64	75&64	98&101	88&88	87&76	69&68	62&57	67&74
76	CC(=O)Cc1ccc([N+](=O)[O-])cc1	103	105	107	94	107	98	101	105
77	CN(/C=C(\C#N)S(=O)(=O)c1ccccc1)Cc1ccccc1	91	·	106	102	101	104	100	105
78	O=C(CC1(O)C(=O)Nc2c(Cl)cc(Cl)cc21)c1ccc(F)cc1 (stereo not given)	100	93	100	94	97	103	103	92
79	C=CCOC(CN(CCCC)CCCC)CN(CCCC)CCCC	114	67	82	97	78	91	78	69
80	O=C(Nc1ncc(Cc2cccc(Cl)c2)s1)C(=S)N1CCOCC1	106	103	122	106	100	104	100	91
81	COc1cccc(/C(C)=N\Nc2ccc([N+](=O)[O-])cc2[N+](=O)[O-])c1OC	103	84	101	83	91	90	83	87
82	Cc1ccc(CSc2nc3ccccc3c(=O)n2CCc2ccc(S(N)(=O)=O)cc2)cc1	109	97	97	95	87	94	88	·
83	O=C1CCC(C2CCc3cc(O)ccc3C2)C1 (stereo not given)	108	98	104	105	84	96	106	83
84	O=C(O)CCn1ccc2ccccc21	103	·	105	99	92	105	110	102
85	Nc1ccc(C(=O)O)c(O)c1	113	·	99	99	·	109	·	108
86	Cc1nn(-c2ccccc2)c2nc3c(c(-c4ccc(Cl)cc4)c12)CNC1(CCSCC1)N3	100	97	97	93	·	93	109	93
87	C#CCOc1ccc(C(Nc2ccc(F)cc2)c2nnnn2C2CCCCC2)cc1 (stereo not given)	105	96	83	92	93	101	91	91
88	N#Cc1ncc(Cl)c2ccccc12	110	132	112	91	115	97	94	136
89	O=P1(O)Cc2ccccc2-c2ccccc21	105	115	111	99	91	98	105	80
90	Clc1ccc(/C=N/NC2=NCCN2)c(Cl)c1	96	89	98	84	99	101	99	89
91	CC(=O)Nc1ccc([N+](=O)[O-])cc1C	102	91	91	94	101	95	95	105
92	OC(CSc1ccccc1)CN1CCN(c2cccc(Cl)c2)CC1 (stereo not given)	94&114	102&87	96&97	94&102	95&76	97&97	97&93	97&84
93	N#C/C(=C\c1ccc(-c2ccc(Cl)c(Cl)c2)o1)C(=O)Nc1ncc(Cc2ccc(Cl)cc2)s1	27	16	50	59	59	22	67	53
